CHT block – human CHT choline transport inhibition. Q9GZV3. CHT-expressing cells, membrane potential dye, choline response; stronger effect = lower value. B-score at 10 µM. 0.86% of 310,000 active;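 active = B-score over 3 SD under the library average, and starting fluorescence ratio not unusually high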;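 also: choline stimulus applied at its EC90 after an EC20 pre-addition; B-score computed on integrated fluorescence ratio after choline addition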
KCNQ2 block – KCNQ2 potassium channel inhibitors, primary screen, cell-based, CHO-K1, FluxOR thallium flux, B-score (AID 2156); 20 min; stronger effect = lower value; B-score at 10 µM; 1.1% of 310,000 active;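 active = fluorescence ratio B-score at most minus 3 library SDs, with starting brightness B-score within 2 library SDs, cut at about -5.5 in these data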
Target sequence (O88943 whole entry, looked up): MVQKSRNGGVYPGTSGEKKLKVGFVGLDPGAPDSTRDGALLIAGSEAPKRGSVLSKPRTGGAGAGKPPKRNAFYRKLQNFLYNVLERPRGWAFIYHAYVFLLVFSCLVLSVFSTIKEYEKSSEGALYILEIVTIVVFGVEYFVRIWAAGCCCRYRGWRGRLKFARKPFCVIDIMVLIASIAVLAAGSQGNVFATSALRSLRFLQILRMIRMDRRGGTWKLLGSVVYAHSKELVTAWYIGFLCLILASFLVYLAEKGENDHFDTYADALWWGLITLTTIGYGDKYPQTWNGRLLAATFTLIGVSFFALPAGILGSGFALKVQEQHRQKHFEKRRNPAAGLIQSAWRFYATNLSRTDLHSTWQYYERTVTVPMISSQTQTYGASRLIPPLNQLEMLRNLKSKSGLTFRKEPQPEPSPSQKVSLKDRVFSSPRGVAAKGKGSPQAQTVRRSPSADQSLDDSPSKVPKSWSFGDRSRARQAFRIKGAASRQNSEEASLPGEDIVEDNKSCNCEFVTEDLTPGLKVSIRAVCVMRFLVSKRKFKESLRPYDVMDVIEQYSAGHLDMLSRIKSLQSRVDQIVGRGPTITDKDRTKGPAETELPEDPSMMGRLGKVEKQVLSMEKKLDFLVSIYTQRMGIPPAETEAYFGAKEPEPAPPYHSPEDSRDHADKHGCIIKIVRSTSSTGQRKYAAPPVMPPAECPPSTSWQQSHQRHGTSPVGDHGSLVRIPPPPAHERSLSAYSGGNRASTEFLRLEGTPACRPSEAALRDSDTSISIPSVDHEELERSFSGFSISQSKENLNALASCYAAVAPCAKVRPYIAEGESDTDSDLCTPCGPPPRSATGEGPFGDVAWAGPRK
Active calls of the source: *; i = inactive; . = no result given.

Sample of the layout (seven entries):
SMILES	CHT block	KCNQ2 block
O=C(O)c1ccc(-c2nc3scc(-c4ccccc4)c3c(=O)[nH]2)cc1	i	i
Cn1c(SCC(=O)NNC(=S)Nc2ccccc2)nnc1-c1ccncc1	i	i
CN(CC(=O)NCCC1=CCCCC1)S(=O)(=O)c1ccc2c(c1)c(=O)n(C)c(=O)n2C	i	.
Cc1ccc2nc(C3CCCN(C(=S)Nc4cccc(C)c4C)C3)[nH]c2c1 (stereo unspecified)	i	i
CCc1nnc(NC(=O)CCc2c[nH]c3ccccc23)s1	i	i
Cc1nc2ccc(NC(=S)NCc3ccccc3)cc2nc1C	i	i
CC(NC(=O)c1ccc(NC2=NC3CS(=O)(=O)CC3S2)cc1)c1ccccc1 (stereo unspecified)	i	i

The whole of this part, previewed entries included:
SMILES	CHT block	KCNQ2 block
O=C(O)c1ccc(-c2nc3scc(-c4ccccc4)c3c(=O)[nH]2)cc1	i	i
Cn1c(SCC(=O)NNC(=S)Nc2ccccc2)nnc1-c1ccncc1	i	i
CN(CC(=O)NCCC1=CCCCC1)S(=O)(=O)c1ccc2c(c1)c(=O)n(C)c(=O)n2C	i	.
Cc1ccc2nc(C3CCCN(C(=S)Nc4cccc(C)c4C)C3)[nH]c2c1 (stereo unspecified)	i	i
CCc1nnc(NC(=O)CCc2c[nH]c3ccccc23)s1	i	i
Cc1nc2ccc(NC(=S)NCc3ccccc3)cc2nc1C	i	i
CC(NC(=O)c1ccc(NC2=NC3CS(=O)(=O)CC3S2)cc1)c1ccccc1 (stereo unspecified)	i	i
Cc1cccc(NC(=O)c2ccc(NC(=O)CC3SC(N4CCCC4)=NC3=O)cc2)n1 (stereo unspecified)	i	i
CCn1ccc(C(=O)N2CCOCC2)n1	i	i
Cc1c(OCC(=O)N[C@@H](Cc2c[nH]c3ccccc23)C(=O)O)ccc2c1oc(=O)c1ccccc12	i	i
CCc1cccc(CC)c1NC(=O)COC(=O)Cc1ccsc1	i	i
CCOC(=O)c1c(-c2ccc(C)cc2)csc1/N=C/N(C)C	i	i
COC(=O)Cc1ccc(NC(=S)N2CCC(Cc3ccccc3)CC2)cc1	i	i
CC(C)(C)C1=CC=C(C(C)(C)C)C(=O)C1=O	i	i
NC(=O)c1nsc(C(=O)N(CC(=O)NC2CCCCC2)c2cccc(F)c2)c1N	i	i
O=C1N/C(=C/c2cccn2-c2ccccc2)C(=O)N1c1cccc(Cl)c1	i	i
CCC(c1nnc(SCC(=O)NCC2CCCO2)n1Cc1ccccc1)N(C)C (stereo unspecified)	i	i
NC(N)=N/N=C/c1cccc(Cl)c1Cl	i	i
C=CCn1c(COC)nnc1SCC(=O)c1ccc(F)cc1	i	i
Cc1ccc(-c2n[nH]c(=O)c3ccccc23)cc1S(=O)(=O)N(C)CCO	i	i

Pulled by structure from the list above, seven records:
SMILES	CHT block	KCNQ2 block
COC(=O)Cc1ccc(NC(=S)N2CCC(Cc3ccccc3)CC2)cc1	i	i
CC(C)(C)C1=CC=C(C(C)(C)C)C(=O)C1=O	i	i
Cc1ccc(-c2n[nH]c(=O)c3ccccc23)cc1S(=O)(=O)N(C)CCO	i	i
CCOC(=O)c1c(-c2ccc(C)cc2)csc1/N=C/N(C)C	i	i
CCc1cccc(CC)c1NC(=O)COC(=O)Cc1ccsc1	i	i
CCC(c1nnc(SCC(=O)NCC2CCCO2)n1Cc1ccccc1)N(C)C (stereo unspecified)	i	i
NC(N)=N/N=C/c1cccc(Cl)c1Cl	i	i

Complete entries, quoted from the list. Order of screens: CHT block, KCNQ2 block
Shown for O=C1N/C(=C/c2cccn2-c2ccccc2)C(=O)N1c1cccc(Cl)c1 = i, i
Shown for CC(C)(C)C1=CC=C(C(C)(C)C)C(=O)C1=O = i, i

Other compounds follow.
SMILES	CHT block	KCNQ2 block
CN(NC(=O)Nc1ccccc1)c1cnn(C)c(=O)c1Cl	i	i
Cc1cccc(NC(=O)CN(C2=NC3CS(=O)(=O)CC3S2)c2ccccc2F)c1 (stereo unspecified)	i	i
CCCC(=O)Nc1cccc(NC(=O)c2ccccc2Br)c1	i	i
Cc1ccc(OCC(=O)NNC(=O)c2cc3ccccc3o2)cc1C	i	i
O=C1c2ccccc2-c2nc3ccccc3nc21	i	i
Fc1cccc(/C=N/Nc2nc3ccccc3[nH]2)c1	i	i
CC(NC(=O)c1ccc(NS(C)(=O)=O)cc1)c1ccccc1 (stereo unspecified)	i	i
Cc1ccc(C2=C(CC(=O)O)C(=O)CC2)cc1	i	i
Cc1cc(C(=O)CN2C(=O)NC3(CCCCC3C)C2=O)c(C)n1Cc1cccs1 (stereo unspecified)	i	i
COc1coc(C(O)CN)cc1=O (stereo unspecified)	i	i
O=C(Nc1ccccc1F)c1ccccc1-c1ccccc1	i	i
CCc1ccc(N2CC(C(=O)N/N=C/c3cccc([N+](=O)[O-])c3)CC2=O)cc1 (stereo unspecified)	i	i
CCCN1C(=O)C2(OCCO2)c2cc(Cl)ccc21	i	i
Cc1ccc2c(c1)cc1c(=O)n(CC(=O)N(C)c3ccccc3)nc(C)n12	i	i
COc1ccc(-c2nnc(NC(=O)CS(=O)(=O)c3ccc(F)cc3)o2)c(OC)c1	i	i
O=C(Nc1ccc(Cl)cc1F)c1ccccc1Br	i	i
CSCCC(NC(=O)c1ccccc1Br)C(=O)N1CCCC(C(F)(F)F)C1 (stereo unspecified)	i	-9.31*
CC(OC(=O)CSc1ccc(F)cc1)C(=O)NC1(C#N)CCCCC1 (stereo unspecified)	i	i
OC1CCN(Cc2ccc3ccccc3c2)CC1	i	i
O=C1CC(c2ccccc2)Cc2nc(NCc3ccco3)ncc21 (stereo unspecified)	i	i
O=C(Nc1ccc(Cl)cc1)Nc1cccc2nsnc12	i	i
CCCC1(C(=O)OC)NC(c2ccco2)C2C(=O)N(c3ccc(C)cc3)C(=O)C21 (stereo unspecified)	i	i
CCOCCCNC(=O)CCCn1nc(C)n2c(cc3sccc32)c1=O	i	i
COc1ccc(NC(=O)CN(c2cc(C)cc(C)c2)S(=O)(=O)c2c(C)noc2C)cc1	i	i
CC(=O)N1N=C(c2ccc3ccccc3c2)OC1(C)C	i	i
COc1ccccc1NC(=O)NNC(=O)c1ccc(-c2ccccc2)cc1	i	i
CCn1c(=O)c(C(=O)NCc2cccnc2)c(O)c2ccccc21	i	i
CCOc1cc(/C=C(\C#N)c2nc(-c3cccs3)c(NC(C)=O)s2)ccc1O	i	i
Cc1cc(NC(=O)CSc2nc3ccsc3c(=O)n2Cc2ccccn2)n[nH]1	i	i
CCc1sc(C(=O)Nc2nccs2)cc1C	i	i
Cc1cc(C(=O)CSc2nnnn2C)c(C)n1C1CC1	i	i
NC(=O)C1CC(=O)N(c2ccc(OCC(=O)Nc3cccc(C(F)(F)F)c3)cc2)C1 (stereo unspecified)	i	i
Cc1cccc(N=Nc2c(O)[nH]c3ccc(F)cc23)c1	i	i
NC(=O)C1CCN(C(c2ccccc2)c2nnnn2C2CCCC2)CC1 (stereo unspecified)	i	i
CCc1ccc(NC(=O)CSc2nc3ccccc3c(=O)n2CCN2CCOCC2)cc1	i	i
Cc1cnc(C(=O)N2CCCC(C(=O)c3ccc(Cl)cc3C)C2)cn1 (stereo unspecified)	i	i
Cc1cc(-c2ccc(C)c(S(=O)(=O)NCCCN3CCN(c4ccccc4)CC3)c2)on1	i	i
Cc1ccsc1/C=C/C(=O)O	i	i
COc1ccccc1CNC(=O)CCCC(=O)n1ncc2cc(C)ccc21	i	i
CCn1c(SCC(=O)NC2CC2)nnc1-c1cccc(OC)c1	i	i
Cc1c(Cl)cccc1Nc1nc(N)nc(CSc2nc3ccccc3s2)n1	i	i
COC(=O)CN1C(C)=Nc2ccc(C)cc2C1c1ccccc1 (stereo unspecified)	i	i
Cc1cc(C)c(C#N)c(Sc2ccc(N)cc2)n1	i	i
O=c1cc(-c2ccccc2)c2ccc(O)c(CN3CCCCC3)c2o1	i	i
COc1ccc(Nc2nccc3c2ncn3C)cc1	i	i
O=C(COC(=O)CCC(=O)c1ccc(F)cc1)Nc1ccc(N2CCOCC2)cc1	i	i
CCn1c(=O)c2cc(S(=O)(=O)NCc3ccccc3)ccc2n(CC)c1=O	i	i
O=C(Nc1ccccc1)C(=O)Nc1cccnc1	i	i
Cc1ccc(Sc2ncnc(N)c2[N+](=O)[O-])cc1	i	i
COc1cccc(NC(=S)N(Cc2ccccn2)Cc2ccccc2Cl)c1	i	i

Next part.
SMILES	CHT block	KCNQ2 block
CCCCOc1ccc(/C=N/NC(=O)c2csc(C)c2C)cc1	i	i
CC1CCN(C(=O)C(C)Sc2nc(-c3ccccc3)cc(C(F)(F)F)n2)CC1 (stereo unspecified)	i	i
CC(C)C[C@@H](CO)N1CCN(Cc2ccccc2)CCC1=O	i	i
Cc1cccc(C(=O)NCC(=O)Nc2ccncc2)c1	i	i
COc1ccc(S(=O)(=O)N2CCCCCC2)cc1C(=O)NC1(C)CCS(=O)(=O)C1 (stereo unspecified)	i	i
CCCn1nc(NC(=O)C2CCCO2)c2cc3ccc(C)cc3nc21 (stereo unspecified)	i	i
Cc1nc2ccccc2c2c1CC(C(C)(Cl)Br)O2 (stereo unspecified)	i	i
[NH-]c1ncnc2c1N=C[N+]2=CC=CCO	i	i
CS(=O)(=O)c1ccc(Cl)c(NC(=O)COC(=O)CCCN2C(=O)c3cccc4cccc(c34)C2=O)c1	i	i
C1CCc2c(nnc3c2-c2nonc2CC3)C1	i	i
Cc1ccc(N(CC(=O)NN=C2CCN(C)CC2)S(=O)(=O)c2ccc(C)cc2)cc1	i	i
COC(=O)c1cc(Br)ccc1OC(=O)c1cccnc1	i	i
COC(=O)c1cc(S(=O)(=O)N2CCCCC2C)c[nH]1 (stereo unspecified)	i	i
Cc1cccc(OCC(=O)O/N=C(\N)Cc2ccc([N+](=O)[O-])cc2)c1	i	i
CC(C)Oc1ccc(OCCSc2nc3ccccc3n2CC(=O)O)cc1	i	i
CNC(=O)c1cc(S(=O)(=O)N2CC(C)OC(C)C2)ccc1N1CCCCC1 (stereo unspecified)	.	i
CCOC(=O)c1csc(-c2snnc2C)n1	i	i
CC(C)CC(NC(=O)C1CCC(=O)N1C(=O)OCc1ccccc1)C(=O)NC(Cc1ccccc1)C(N)=O (stereo unspecified)	i	i
O=C(Nc1ccc(S(=O)(=O)Nc2ccccn2)cc1)c1cccc(Cl)c1	i	i
Cc1ccc(CNC(=S)Nc2ccc(NS(=O)(=O)c3ccc(C)cc3)cc2)cc1	i	i
CC1=C(C(=O)Nc2ccc(Cl)cc2)C2(CCCCC2)C(C(N)=O)C(=S)N1 (stereo unspecified)	i	i
CC(NC(=S)NCCc1ccccc1)C(c1cccs1)N1CCN(Cc2ccccc2)CC1 (stereo unspecified)	i	i
CCOC(=O)c1c(/N=C/c2ccccc2O)sc2c1CCC2	i	i
C=CCOc1ccc(C(=O)NC2CCCCC2)cc1	i	i
CCOC(=O)N1CCN(c2nc3ccccc3nc2C(C#N)S(=O)(=O)c2ccc(C)cc2)CC1 (stereo unspecified)	i	i
Cn1cnnc1Sc1ccc(C(=O)OCC(=O)Nc2ccccc2)cc1[N+](=O)[O-]	i	i
Cc1ccc2[nH]c(=O)c(CNC(C)C)cc2c1	i	i
CC1(c2nnc(-c3ccc(Cl)cc3)o2)CC(c2ccncc2)=NO1 (stereo unspecified)	i	i
Cn1c(SCC(=O)N2CCN(c3ccccc3)CC2)nnc1-c1ccco1	i	i
O=C(CC(=O)NC1CCCCC1)N/N=C/c1ccccc1F	i	i
COCCNC(=O)C(c1ccc(C)cc1)N(Cc1ccccc1)C(=O)CCC(=O)Nc1ccccn1 (stereo unspecified)	i	i
CCOc1cc(C)c(Cl)cc1S(=O)(=O)NC1CC(C)(C)NC(C)(C)C1	i	i
CCCn1nc(NS(=O)(=O)c2ccccc2)c2cc3cc(C)ccc3nc21	i	i
Cc1ccc2oc(C(=O)NCC(c3ccco3)N3CCCC3)c(C)c2c1 (stereo unspecified)	i	i
COc1cc(-c2cc(=O)c3c(O)c(OC)c(OC)cc3o2)cc(OC)c1O	i	i
O=C(Nc1ccc(-n2cnnn2)cc1)C(c1ccccc1)c1ccccc1	i	i
Cc1cc(NC(=O)Cn2c(=O)c3c(ncn3CC(C)C)n(Cc3ccccc3)c2=O)no1	i	i
Cc1csc(NC(=O)c2cc3c(s2)CCCC3)n1	i	i
COCCNC(=O)C(=O)N/N=C/c1ccc(C(=O)OC)cc1	i	i
Cc1ccc2c(CN3CC(C)CC(C)C3)cc(=O)oc2c1C (stereo unspecified)	i	i
Cc1ccc(C(=O)OCC(=O)N2CCOCC2)cc1	i	i
Oc1ccc(CCNc2c3ccccc3nc3ccccc23)cc1O	i	i
O=C(NCc1ccc2c(c1)OCO2)C1CCCCC1	i	i
O=C(c1cccnc1)N1CCN(Cc2cccc(F)c2)CC1	i	i
O=C(C1=C[C@@H](c2ccc3c(c2)OCO3)C[C@@H](OCCCCO)O1)N1CCN(Cc2ccc3c(c2)OCO3)CC1	i	i
O=C(COC(=O)CC1CC2CCC1C2)Nc1c(F)cccc1F (stereo unspecified)	i	i
CCOc1cc(N2CCOCC2)c(OCC)cc1NC(=O)c1c(-c2ccccc2Cl)noc1C	i	i
CN1/C(=C\C(=O)COC(=O)c2ccc(O)c(O)c2)C(C)(C)c2ccccc21	i	-6.51*
Cn1c(=O)c(C(=O)NCc2ccc(Cl)cc2)c(O)c2ccccc21	i	i
O=C(Nc1ccccc1Cl)c1ccc2nsnc2c1	i	i

(listing goes on)
SMILES	CHT block	KCNQ2 block
Cc1ccc(CNC(=O)[C@@H](NC(=O)C2CCN(C(=O)[C@@H]3CCCN3)CC2)C(C)C)cc1	i	i
CCC(C)(C)NC(=O)C(c1ccc(C)cc1)N(Cc1ccco1)C(=O)CCC(=O)Nc1nccs1 (stereo unspecified)	i	i
O=C(c1ccccc1C(=O)N(c1ccccc1)c1ccccc1)N1CCCCC1	i	i
Cc1[nH]c(=O)[nH]c(=O)c1S(=O)(=O)N(C)Cc1ccccc1	i	i
COC(=O)c1ccc(C(=O)NC(=S)Nc2nc3c(s2)CC(C)CC3)cc1 (stereo unspecified)	i	i

Compound activity: PubChem, Johns Hopkins Ion Channel Center
